Bioassay records as filed in PubChem BioAssay.
HIF-2a inh = HIF-2a reporter inhibitors, primary screen, luminescence, 786-0 RCC cells | 786-0 RCC cells HIF-2a reporter, luciferase luminescence, overnight | inhibition, % at 18.8 µM | actives 0.72% (n = 360,000) | AID 624352, 2012;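 active = inhibition of the luminescence signal of 40% or more relative to plate controls, in a single-dose primary screen at 18.75 µM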
NR2E3 ag-1 = inhibitors of NR2E3-RetCOR corepressor binding, primary screen, NR2E3 agonist project, biochemical, TR-FRET, GST-NR2E3, biotin-RetCOR. Photoreceptor-specific nuclear receptor (Homo sapiens), Q9Y5X4. 1536-well. inhibition of corepressor binding, % at 4.78 µM. actives 0.12% (n = 320,000). AID 2300, 2010;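 active = percent inhibition above the cutoff of mean plus 3 SD of all tested compounds, set per screening campaign, cut at about 20% in these data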;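 also: 0% = DMSO wells and 100% = biotin wells as full block of FRET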
Target sequence (Q9Y5X4 whole entry, looked up): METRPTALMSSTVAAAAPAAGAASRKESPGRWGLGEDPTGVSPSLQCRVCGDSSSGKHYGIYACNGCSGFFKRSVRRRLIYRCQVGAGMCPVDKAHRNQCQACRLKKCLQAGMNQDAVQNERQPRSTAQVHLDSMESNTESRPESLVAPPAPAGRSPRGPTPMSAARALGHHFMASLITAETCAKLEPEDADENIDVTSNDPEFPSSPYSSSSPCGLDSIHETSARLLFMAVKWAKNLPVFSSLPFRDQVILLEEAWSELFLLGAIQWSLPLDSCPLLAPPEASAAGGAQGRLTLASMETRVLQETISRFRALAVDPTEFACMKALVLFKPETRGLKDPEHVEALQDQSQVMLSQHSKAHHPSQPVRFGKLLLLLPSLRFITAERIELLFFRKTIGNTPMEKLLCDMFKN
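Material – GST-tagged NR2E3 plus biotinylated RetCOR corepressor · Quantity – NR2E3 fusion 1.35 nM · Times – 5 h incubation at 4 °C · Medium – pH 7.5 Tris-based buffer · Technique – TR-FRET, Eu(K)-anti-GST donor, streptavidin-D2 acceptor, ex 340, em 617/671 nm · Benchmarks – high control biotin, low control 0.6% DMSO · Format – 1536-well plates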
aDG glyco up = activators of alpha-DG glycosylation, primary screen, uHTS, Pro5-aDG cells, AlphaScreen; alpha-DG glycosylation AlphaScreen (IIH6); 0% Pro5, 100% B10-LARGE cell signal; activation, % at 10 µM; actives 0.22% (n = 360,000);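 active = activation of at least 8% versus controls, or a plate z-score of at least 8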;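 also: Pro5 are CHO cells carrying HIG-tagged alpha-DG that lacks glycosylation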
NR2E3 ag-2 = NR2E3 agonists in two-hybrid cells, primary screen, cell-based, luminescence, CHO-S, Gal4-NCOR/VP16-NR2E3. Photoreceptor-specific nuclear receptor (Homo sapiens), Q9Y5X4. luciferase. inhibition of corepressor binding, % at 3.98 µM. actives 0.35% (n = 360,000). AID 602229, 2012;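 active = inhibition above the mean of all tested compounds plus 3 SD, cut at about 70% in these data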;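 also: 0% = DMSO with NR2E3 transfected cells and 100% = cells lacking NR2E3 construct; higher means lower luciferase signal from less NR2E3 corepressor binding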
Peg3 promoter = Peg3 promoter-driven luciferase inhibitors, primary screen, cell-based, HeLa, luciferase luminescence; HeLa PEG-Prom luciferase reporter, overnight; inhibition, % at 20 µM; actives 1.7% (n = 360,000);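 active = inhibition of at least 50% at 20 µM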
Vif imaging = HIV Vif self-association inhibitors, primary screen, imaging, HEK293T, single point. inhibition, % at 7.49 µM. HEK293T cells, Vif self-association by quenched fluorescence, 24 h. actives 0.35% (n = 340,000). AID 602346, 2012; in the data active = inhibition above about 50%, passing the limit was not always enough; also: some results filed as inactive read as strong as hits
PDI turbidity = inhibitors of human PDI, primary screen, biochemical, turbidity, single point, plate reader; PDI insulin aggregation turbidity, A650, 90 min; inhibition, % at 10 µM; actives 0.052% (n = 350,000); AID 588391, 2011;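 active = mean inhibition across replicates of 30% or more, whatever share of single replicates reach that level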;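 also: absorbance from insulin aggregation driven by PDI reduction with DTT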
Target sequence (P07237 whole entry, looked up): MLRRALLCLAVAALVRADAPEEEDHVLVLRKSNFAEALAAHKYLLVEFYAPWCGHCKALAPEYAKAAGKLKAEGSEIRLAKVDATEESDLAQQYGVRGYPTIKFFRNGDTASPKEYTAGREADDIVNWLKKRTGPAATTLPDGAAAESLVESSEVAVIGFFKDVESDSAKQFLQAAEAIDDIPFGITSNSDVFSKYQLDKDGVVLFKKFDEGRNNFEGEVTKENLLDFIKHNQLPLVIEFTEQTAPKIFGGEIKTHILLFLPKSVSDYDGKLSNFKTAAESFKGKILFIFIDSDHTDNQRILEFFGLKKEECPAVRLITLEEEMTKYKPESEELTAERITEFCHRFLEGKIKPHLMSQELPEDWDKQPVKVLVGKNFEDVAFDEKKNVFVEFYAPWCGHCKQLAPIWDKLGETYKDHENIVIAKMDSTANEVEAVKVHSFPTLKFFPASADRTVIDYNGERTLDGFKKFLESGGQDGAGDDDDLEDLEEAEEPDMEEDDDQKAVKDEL
iPSC survival up = enhancers of single-cell hiPSC survival, primary screen, ATPlite luminescence; 100% = ROCK inhibitor wells, 0% = DMSO; survival enhancement, % at 20 µM; actives 0.044% (n = 360,000); in the data active = survival enhancement above about 18%;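 also: cells exposed to compounds for 16 hours before the ATP read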
Granule exo inh = LAMP-1 surface exposure blockers, TALL-104 cells – cell-based, flow cytometry, MLPCN library, primary screen. TALL-104 LAMP-1 surface exposure; cells stimulated with thapsigargin and PMA. inhibition, % at 10 µM. actives 0.66% (n = 360,000). AID 651702, 2012;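 active = inhibition above about 55%, limit read from the data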
TRPM1 prom inh = inhibitors of MITF-dependent TRPM1 promoter reporter, primary screen, cell-based, SK-MEL-5, single point, luciferase | SK-MEL-5 TRPM1 promoter luciferase, 24 h | inhibition, % at 12.5 µM | actives 0.83% (n = 330,000);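 active = mean inhibition across replicates of 60% or more, whatever share of single replicates reaches that level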; also: values of inactives mirror those of a sister screen read the other way
CaV13 ICDI inh = Primary screen for inhibitors of IQ motif and Ca2+-dependent inactivation inhibitor domain binding in CACNA1D, Förster resonance energy transfer in living cells, … | HEK cells, CFP/YFP FRET ICDI-IQ, plate reader, 10 min; percent FRET-ratio fall versus neutral wells | inhibition, % at 12.3 µM | actives 0.098% (n = 340,000) | AID 743397;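 active = mean replicate inhibition of at least 30% and at least 1% of replicates passing that level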;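 also: 0% = median of the neutral control wells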
* = called active by the depositor; . = no result given.

SMILES	HIF-2a inh	NR2E3 ag-1	aDG glyco up	NR2E3 ag-2	Peg3 promoter	Vif imaging	PDI turbidity	iPSC survival up	Granule exo inh	TRPM1 prom inh	CaV13 ICDI inh
CC(NC(=O)COc1ccc(Br)cc1)C1CCCO1 (stereo unspecified)	1	1	-0.2	-7	4	-3	-2	-0.3	-3	-6	-7
Cc1ccc(NC(=O)CCCNC(=O)c2ccc(Cl)cc2)cc1S(=O)(=O)N1CCCCC1	7	.	0.5	-18	-4	-23	-7	-0.3	16	18	-6
CCOC(=O)C1CCCN(Cc2nc(N)nc(Nc3ccc(OC)cc3)n2)C1 (stereo unspecified)	10	-3	0.1	-10	14	-10	-4	0.3	0	25	-9
CCCS(=O)(=O)N1CCCC(C(=O)NCCCOC(C)C)C1 (stereo unspecified)	24	2	0.0	0	8	1	1	0.0	-4	-12	.
CCN(CC)S(=O)(=O)c1ccc(NC(=O)COc2nc3ccccc3nc2N2CCOCC2)cc1	18	1	0.3	-7	19	-8	7	-3.1	2	5	-6
CCc1ccc(OCC(O)Cn2c(N3CCCCC3)nc3c2c(=O)[nH]c(=O)n3C)cc1 (stereo unspecified)	19	2	0.1	1	9	-14	0	-0.8	-11	-25	-18
N#Cc1ccc(COc2cccnc2[N+](=O)[O-])cc1	-47	1	-0.1	-13	-44	18	0	1.2	1	-8	-2
CCn1ccnc1CN1CCc2c([nH]c3ccccc23)C1C(C)(C)C (stereo unspecified)	11	5	0.7	-12	5	-8	-2	-0.9	24	14	-4
O=C(COc1ccc(Br)cc1CO)Nc1ccc(F)cc1	-119	3	0.0	4	-87	11	4	-3.4	-8	-24	.
O=C(COC(=O)C1CCN(S(=O)(=O)c2cccs2)CC1)c1ccccc1	-23	-1	0.4	-18	-15	4	-1	2.3	-1	-10	1
COc1cc2c(cc1OC)[C@@H]1Cc3ccc(OC)c(OC)c3CN1CC2	10	1	0.0	-36	0	-1	-18	-0.3	4	4	-19
COc1ccc(NC(=O)c2ccc(-c3c(C)noc3C)c3ccoc23)cc1	-283	.	0.0	-17	-221	20	0	-1.9	0	.	-7
CC(=O)N1CCc2cc(S(=O)(=O)N3c4ccccc4CC3C)ccc21 (stereo unspecified)	30	3	0.3	-9	40	-8	-2	0.8	8	21	-8
COc1cc2c(cc1NC(=O)CSc1nc3cc(Cl)ccc3s1)oc1ccccc12	4	-1	-0.3	-4	12	-1	-16	1.8	1	2	0
Cc1cccc(Oc2ccc(C(=O)NC3CCSC3=O)cn2)c1C (stereo unspecified)	-8	1	0.6	22	-5	10	0	5.3	-1	15	.
CCOC(=O)c1c(O)c(O)c(C(=O)OCC)n1-c1ccccc1	7	-2	0.0	-13	12	0	7	-0.7	-2	-3	-15
CS(=O)(=O)c1cccc(C(=O)Nc2ccc3c(c2)OCCCO3)c1	-150	0	-0.1	-63	-160	-5	1	-0.5	-3	-79	-4
CN(C)CCCn1c(SCC(=O)N2CC(=O)Nc3ccccc32)nc2ccccc2c1=O	18	-2	-0.1	-19	15	3	-4	-0.4	0	-17	7
COc1ccc(CCNC(=O)C2CCN(c3nn4c(=O)cc(C)nc4s3)CC2)cc1OC	5	0	0.1	-4	8	-8	-2	-0.3	-3	14	.
CCOCCCNC(=O)C1(O)c2ccccc2NC(=O)N1c1ccc(Cl)c(Cl)c1 (stereo unspecified)	10	4	0.0	-12	2	5	-6	-0.1	-3	4	-1
COc1ccc(-n2c(C)nc(=O)c(-c3ccccc3)c2C)cc1	9	-2	-0.1	-13	13	5	6	1.2	0	0	-5
CSc1nc2ccc(S(=O)(=O)N3CCOCC3)cc2s1	-16	0	-0.1	14	-3	16	-4	-1.7	2	4	-8
CC(C)C(NC(=O)c1ccccc1NC(=O)c1ccccc1)C(=O)NCCCn1ccnc1 (stereo unspecified)	-1	6	0.0	7	2	-2	-2	-0.1	-15	0	.
COc1cc(CN2CCCCCC2)cc(OC)c1	22	1	0.0	-8	7	26	-8	-0.4	2	-6	-20
Nc1c(C(=O)N/N=C/c2ccccc2Cl)oc2nc(-c3ccccc3)cc(-c3ccco3)c12	0	0	-0.1	-12	26	.	-5	0.0	-9	1	-6
CCN1CCN(Cc2ccc(NC(=O)c3ccc(C)c(NC(=O)c4cccc(-c5cn[nH]c(=O)c5)c4)c3)cc2C(F)(F)F)CC1	24	-1	-0.1	-38	4	-4	-2	-0.5	9	19	.
O=C(c1ccc2oc(CCc3ccccc3)nc2c1)N1CCC(O)CC1	-142	-2	-0.3	-119	-208	2	-4	0.7	0	-90	-7
Cc1ccc(OCC(=O)N/N=C/c2cccc3cccnc23)cc1	-9	-3	0.3	-7	25	1	-5	0.0	-7	-5	-7
CC(=O)N[C@@H](Cc1c[nH]c2ccccc12)C(=O)NC1CCCc2ccccc21 (stereo partly specified)	12	3	-0.1	-8	12	7	19	-0.4	-4	11	-3
COc1ccc(C(=O)Nc2ccc3c(c2)CCCN3C(=O)c2cccs2)c(OC)c1	-54	-2	0.0	-48	31	-10	1	-0.6	2	-13	-16
Cc1ccc(-c2noc(-c3ccccc3C(=O)N3CCCC3)n2)cc1	-198	1	0.0	-48	-135	-11	0	-1.7	2	-4	2
COCCC1CCCCN1C(=O)c1cccc(OC2CCN(S(C)(=O)=O)CC2)c1 (stereo unspecified)	14	.	-0.2	19	10	-7	-1	-0.5	10	8	-2
Clc1cc(NCc2cccs2)ccc1N1CCOCC1	-124	2	0.0	-24	-113	0	-5	-0.5	-2	-39	-4
CN(C)c1ccc(/C=N/NC(=O)c2ccccn2)cc1	-47	-3	0.1	-129	9	-10	-1	-0.6	-7	13	-21
CC#CCNCc1ccccc1	16	4	-0.1	-1	12	.	-1	2.6	-2	-1	-6
O=C(CC1NC(=O)NC1=O)Nc1ccccc1 (stereo unspecified)	7	0	-0.3	-6	-5	-2	0	1.2	-2	-4	-3
O=C1CN(C(=O)CCN2CCOCC2)C(c2ccccc2)c2cc(Br)ccc2N1 (stereo unspecified)	10	1	0.2	-9	3	.	7	-4.4	0	-1	.
NS(=O)(=O)c1cc([N+](=O)[O-])ccc1NCc1cccnc1	17	-6	-0.1	8	10	-8	6	-0.3	1	-8	-3
CCOC(=O)N1CCN(c2ccc([N+](=O)[O-])cc2F)CC1C (stereo unspecified)	-13	0	0.3	-7	-18	-3	11	-1.6	-1	3	-3
O=C(Nc1ncn[nH]1)c1cccc(S(=O)(=O)N2CCOCC2)c1	10	0	0.2	-24	1	9	8	6.0	1	-4	-5

Part of the list above, set out differently.
CCOCCCNC(=O)C1(O)c2ccccc2NC(=O)N1c1ccc(Cl)c(Cl)c1 (stereo unspecified)
  HIF-2a inh: 10	NR2E3 ag-1: 4	aDG glyco up: 0.0	NR2E3 ag-2: -12	Peg3 promoter: 2	Vif imaging: 5	PDI turbidity: -6	iPSC survival up: -0.1	Granule exo inh: -3	TRPM1 prom inh: 4	CaV13 ICDI inh: -1
CCN1CCN(Cc2ccc(NC(=O)c3ccc(C)c(NC(=O)c4cccc(-c5cn[nH]c(=O)c5)c4)c3)cc2C(F)(F)F)CC1
  HIF-2a inh: 24	NR2E3 ag-1: -1	aDG glyco up: -0.1	NR2E3 ag-2: -38	Peg3 promoter: 4	Vif imaging: -4	PDI turbidity: -2	iPSC survival up: -0.5	Granule exo inh: 9	TRPM1 prom inh: 19	CaV13 ICDI inh: .

(further entries)
SMILES	HIF-2a inh	NR2E3 ag-1	aDG glyco up	NR2E3 ag-2	Peg3 promoter	Vif imaging	PDI turbidity	iPSC survival up	Granule exo inh	TRPM1 prom inh	CaV13 ICDI inh
O=C(Cc1noc2ccccc12)Nc1ccc(Cl)cc1	-71	0	-0.2	-29	-50	2	12	0.1	-3	-15	-5
CCCS/C(N)=N/N=C/c1ccccc1O	-236	3	0.8	-135	-300	1	2	-0.9	-3	-79	.
O=C(CN1CCN(C/C=C/c2ccccc2)CC1)NCc1ccc(Cl)cc1	3	-1	-0.1	-7	11	-3	-3	-0.6	3	2	-5
CC(=O)Nc1ccc(S(=O)(=O)NC2(c3ccccc3)C(=O)N(C)C(=O)N(C)C2=O)cc1	5	.	0.0	20	-1	8	1	1.8	-14	7	-5
CC1CC(C)CN(C(=O)C2CCN(C(=O)Nc3ccccc3)CC2)C1 (stereo unspecified)	-11	-3	-0.1	-16	-3	4	-5	-0.4	-1	-10	-7
c1ccc(-c2cccc(-c3ccccc3)n2)cc1	-155	-1	0.0	-18	-153	-3	-12	-0.6	-7	-49	-18
CCOC(=O)CSc1nc(-c2ccccc2)ns1	9	1	-0.1	-15	-12	0	-14	0.8	5	-8	10
CCN=C(NCC)SC1CC(=O)N(c2cccc(OC)c2)C1=O (stereo unspecified)	19	0	0.0	-26	15	5	5	-2.0	0	11	-10
CCOC(=O)c1c(S(=O)(=O)NCC(=O)Nc2ccc(OC)cc2)c(C)n(C)c1C	-3	2	0.1	-10	4	-24	-3	0.2	-1	1	-13
Cc1cc(C)c(S(=O)(=O)N2CCC(C(=O)NCc3ccncc3)CC2)c(C)c1	18	4	0.4	-13	2	-2	-3	-0.1	-1	-6	-5
Cn1c(O)c(N=Nc2ccccc2[N+](=O)[O-])c2ccccc21	-232	-3	0.0	-110	-171	4	1	0.9	-19	-151	-2
COc1cc2c(cc1OC)C1=C(C#N)CN(CC(=O)O)CN1CC2	4	1	0.9	-12	-8	3	.	-1.0	0	.	-7
N#Cc1cnn2c(C(F)(F)F)cc(-c3ccccc3)nc12	-7	4	0.0	-1	4	-4	-11	-0.2	-3	-4	-9
OC(COc1ccc(Cl)cc1)CN1CCN(c2ccccc2)CC1 (stereo unspecified)	-7	0	-0.1	-9	9	-13	1	0.1	-4	.	-2
COc1ccc(C2C3=C(CC(C)(C)CC3=O)Nc3nc(C)nn32)cc1OC (stereo unspecified)	13	0	-0.1	-14	9	0	-2	0.8	3	.	-5
Cc1oc2ccc(Br)cc2c(=O)c1-c1nn[nH]n1	20	3	0.3	-14	11	-1	6	0.0	-2	12	-17
CCOC(=O)c1c(CC(C)C)csc1NC(=O)COC(=O)C1=NNC(=O)CC1	7	-3	-0.7	-26	7	-8	-5	0.8	16	-8	-6
Cc1ccc(-n2c(-c3ccccc3)c[nH]c2=S)cc1	0	2	0.5	-29	3	8	3	-1.2	-2	10	-5
COc1ccccc1CN1CCCC(CN(CCN(C)C)C(=O)c2ccc(C)cc2)C1 (stereo unspecified)	11	0	0.0	9	-16	8	1	-0.4	26	-6	-6
Cc1cc(C)cc(C(=O)NCC(=O)OCC(=O)NCc2ccco2)c1	20	1	0.0	-5	3	-8	7	1.4	-3	8	-6
